Keap1 Nrf2 FP: inhibitors of human Keap1-Nrf2 protein-protein interaction; inhibition, % at 9.4 µM; Keap1 Kelch-Nrf2 peptide fluorescence polarization, 1536-well; 340,000 compounds, 0.15% hits; Q14145; in the data active = inhibition above about 12%;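 also: human Keap1 Kelch domain with fluorescein labeled Nrf2 9mer peptide probe; 0% = neutral control wells and 100% = peptide positive control; higher means more block of Keap1 binding to Nrf2 peptide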
OPRM1-OPRD1 inv: mu-delta opioid heterodimer inverse agonism. cell-based MOR-DOR heterodimer luminescence. AID 504357. 340,000 compounds, 0.21% hits. inhibition, % at 9.3 µM. P35372+P41143; in the data active = inhibition above about 22%, passing the limit was not always enough;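 also: 0% = cells with DMSO and 100% = wells without cells with DMSO; values of inactives mirror those of a sister screen read the other way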
Target sequence (P35372 whole entry, looked up): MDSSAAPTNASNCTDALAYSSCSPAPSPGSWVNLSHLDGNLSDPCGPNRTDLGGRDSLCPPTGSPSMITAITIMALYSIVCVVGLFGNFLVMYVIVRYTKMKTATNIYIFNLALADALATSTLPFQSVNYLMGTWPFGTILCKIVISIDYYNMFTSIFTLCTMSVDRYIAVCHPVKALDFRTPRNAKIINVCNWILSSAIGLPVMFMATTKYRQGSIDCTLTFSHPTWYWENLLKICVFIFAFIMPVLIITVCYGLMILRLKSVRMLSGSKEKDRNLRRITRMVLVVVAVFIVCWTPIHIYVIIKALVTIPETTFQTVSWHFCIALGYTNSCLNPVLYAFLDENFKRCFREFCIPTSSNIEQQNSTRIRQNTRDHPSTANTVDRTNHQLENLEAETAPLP
Target sequence (P41143 whole entry, looked up): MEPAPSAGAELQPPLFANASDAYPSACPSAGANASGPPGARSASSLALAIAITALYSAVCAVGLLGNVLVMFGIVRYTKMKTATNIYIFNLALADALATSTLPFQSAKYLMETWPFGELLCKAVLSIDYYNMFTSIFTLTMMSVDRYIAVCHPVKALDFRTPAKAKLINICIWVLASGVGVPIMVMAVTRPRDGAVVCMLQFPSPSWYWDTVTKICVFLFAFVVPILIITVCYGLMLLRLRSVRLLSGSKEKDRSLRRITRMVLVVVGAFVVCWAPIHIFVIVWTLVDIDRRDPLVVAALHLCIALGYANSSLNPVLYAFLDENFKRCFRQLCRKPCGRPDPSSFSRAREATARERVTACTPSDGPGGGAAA
Cardiac RTF inh: cardiac RTF calcium desensitization; P19429+P45379; IANBD-labeled cardiac RTF, Ca2+ fluorescence; inhibition, % at 7.15 µM; 340,000 compounds, 0.12% hits; AID 493244;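 active = inhibition above the mean inhibition of all tested compounds plus 3 SD, cut at about 17% in these data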;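 also: assay run at fixed EC70 calcium of 1.6 mM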
Arrestin-AP2 inh: human beta-arrestin and AP2 interaction inhibition | 340,000 compounds, 0.31% hits | AID 504490 | FITC-arrestin peptide / GST-AP2 beads, flow cytometry; AP2 beta2 appendage carries R879A mutation | inhibition, % at 10 µM;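 active = inhibition above a set limit, near 3 SD of compounds lacking own fluorescence, cut at about 54% in these data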;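 also: plate controls were DMSO wells for no effect and 5 µM unlabelled arrestin peptide for full effect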
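System: GST-AP2 R879A glutathione beads | Also added: FITC-arrestin peptide, 50 nM | Times: 12 min plus 1 h, RT | Signal: Bead flow cytometry, FITC channel | Buffer or medium: PBS with 0.05% Tween 20 and 0.1% BSA | Read-out basis: Percent drop in bead-associated FITC signal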
V-ATPase pH: alters yeast V-ATPase proton transport | S. cerevisiae, pHLuorin cytosolic pH fluorescence | response, % at 10 µM | 350,000 compounds, 0.37% hits; in the data active = response mostly above about 7.3%, no sharp cut-off; inactive = mostly below about 5.4%; also: actives read high; inactives centre near 0; some compounds called inactive have numbers as strong as hits; reference of the scale not given here
cardiac RTF act: increases calcium sensitivity of human cardiac regulated thin filaments | activation, % at 7.2 µM | IANBD-labeled TnC RTF fluorescence at EC20 calcium; 0% EC20 calcium, 100% full calcium | AID 493008 | 340,000 compounds, 0.24% hits | P19429+P45379;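 active = activation above the mean over all tested compounds plus 3 SD, cut at about 30% in these data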;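 also: rise in fluorescence read as greater calcium sensitivity of cardiac thin filaments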
Wnt act: Wnt/beta-catenin pathway activation; Wnt/beta-catenin reporter cell assay, activator, plate reader; activation, % at 9.35 µM; 300,000 compounds, 1.2% hits; in the data active = activation above about 30%, passing the limit was not always enough;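 also: 0% = neutral control wells and 100% = positive control wells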
DSG3 Ab inh: blocks pemphigus antibody binding to human desmoglein-3; AID 588358; 310,000 compounds, 0.48% hits; binding (percent of control), % at 10 µM; DSG3-coupled beads, scFv-anti-DSG3-GFP binding, flow cytometry; active compounds read low;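 active = binding more than 3 SD below its plate's average and above zero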;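 also: hits lower antibody fragment binding to DSG3; some compounds called inactive have numbers as strong as hits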
OPRM1-OPRD1 ag: OPRM1-OPRD1 heterodimerization agonism. cells, luminescence. activation, % at 9.3 µM. P35372+P41143. 340,000 compounds, 0.3% hits. AID 504326; in the data active = activation above about 18%;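 also: 0% = vehicle-treated cells and 100% = reference agonist; values of inactives mirror those of a sister screen read the other way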
C-LANA FP: KSHV C-LANA DNA binding inhibition; 340,000 compounds, 0.078% hits; MBP-C-LANA/FAM-LBS DNA binding, fluorescence polarization; inhibition, % at 9 µM;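 active = highest replicate inhibition at or above 60% at 9 µM, even if other replicates fall short; inactive = all replicates below 60% inhibition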;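 also: 0% = neutral control wells and 100% = 4 µM acridine orange control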
Active calls of the source: *; . = not tested or not shown.

Order of results – Keap1 Nrf2 FP	OPRM1-OPRD1 inv	Cardiac RTF inh	Arrestin-AP2 inh	V-ATPase pH	cardiac RTF act	Wnt act	DSG3 Ab inh	OPRM1-OPRD1 ag	C-LANA FP
1) NC(=O)c1ccc(NC(=O)c2cncn2-c2ccccc2)cc1
 : 3	14	-3	-8	-2	2	0	93	-2.2	-0.6
2) Cc1ccc(C(O)(C(=O)NNS(=O)(=O)c2ccc(C)cc2)c2ccc(C)cc2)cc1
 : 1	-15	3	10	1	3	.	.	2.8	1.3
3) CC(C)(CO)NC(=O)C(c1ccccc1)c1ccccc1
 : -7	-8	10	12	-1	2	.	80	1.3	-0.4
4) CCCCSCc1ccc(C(=O)O)o1
 : -3	7	-8	5	-2	1	.	114	-1.6	0.4
5) CN(C(=S)Nc1ccc(Oc2ccccc2)cc1)c1ccc(O)cc1
 : 0	-80	-3	7	3	5	.	91	16	-0.3
6) O=C(C1CCN(S(=O)(=O)c2cccnc2)CC1)N1CCN(c2ccc(Cl)cc2)CC1
 : -1	3	-12	-2	-5	2	-2	103	-0.7	0.1
7) Cc1ccc(CN2CC(=O)N3[C@H]4c5ccccc5OC[C@@H]4[C@H](c4ccccc4)[C@]3(C)C2=O)cc1
 : 4	2	-3	10	3	-3	-7	105	-0.3	1.7
8) c1ccc(COc2ccc(CNn3cnnc3)cc2)cc1
 : -8	-14	3	4	-1	-2	9	100	2.2	1.5
9) CC1CCN(C(=O)COC(=O)Cn2cnc3c2c(=O)n(C)c(=O)n3C)CC1
 : -2	8	-7	-12	-3	-1	-1	117	-1.5	0.3
10) CCc1cc2cc(C(=O)N3CCN(c4ccccc4)CC3)sc2s1
 : -4	-7	-23	2	3	5	.	91	1.4	-0.9
11) O=C(NC(=S)Nc1ccccc1N1CCOCC1)c1cccs1
 : -3	4	-6	7	2	7	-4	104	-0.8	-2.0
12) CCCc1nc2oc3c(OCC)ncnc3c2c2c1COC(C)(C)C2
 : 0	14	-4	-4	4	3	-2	101	-2.7	-1.5
13) COc1ccc(OC)c(/C=C/C(=O)Oc2ccc(C(C)=O)cc2)c1
 : -6	4	-6	0	1	-2	1	107	-0.7	-1.7
14) CCC(C)(C(=O)NC1CCCCC1)N(Cc1ccco1)C(=O)CC1NC(=O)NC1=O (centres undefined)
 : 2	11	0	13	-1	2	-5	100	-1.8	-0.6
15) O=[N+]([O-])c1cc2c(c(CSc3nnc4ccccn34)c1)OCOC2
 : -4	7	-4	-20	4	7	.	131	-1.2	-0.7

Values by screen from above:
Cardiac RTF inh, nos. 7 to 13 → -3, 3, -7, -23, -6, -4, -6
C-LANA FP, nos. 7 to 13 → 1.7, 1.5, 0.3, -0.9, -2.0, -1.5, -1.7

The listing picks up with the 4 entries that preceded the break.
Order of results – Keap1 Nrf2 FP	OPRM1-OPRD1 inv	Cardiac RTF inh	Arrestin-AP2 inh	V-ATPase pH	cardiac RTF act	Wnt act	DSG3 Ab inh	OPRM1-OPRD1 ag	C-LANA FP
12) CCCc1nc2oc3c(OCC)ncnc3c2c2c1COC(C)(C)C2
 : 0	14	-4	-4	4	3	-2	101	-2.7	-1.5
13) COc1ccc(OC)c(/C=C/C(=O)Oc2ccc(C(C)=O)cc2)c1
 : -6	4	-6	0	1	-2	1	107	-0.7	-1.7
14) CCC(C)(C(=O)NC1CCCCC1)N(Cc1ccco1)C(=O)CC1NC(=O)NC1=O (centres undefined)
 : 2	11	0	13	-1	2	-5	100	-1.8	-0.6
15) O=[N+]([O-])c1cc2c(c(CSc3nnc4ccccn34)c1)OCOC2
 : -4	7	-4	-20	4	7	.	131	-1.2	-0.7
16) CCn1c(=NC(=O)C2COc3ccccc3O2)sc2c(C)ccc(OC)c21 (centres undefined)
 : -7	-1	0	6	-3	1	5	101	0.2	-2.2
17) CN1CCC(N(C)S(=O)(=O)c2ccc(NC(=O)Cc3ccc(F)cc3)cc2)CC1
 : 2	13	-17	4	-5	-5	-2	.	-3.2	-1.0
18) O=C(Nc1cccc(NC(=O)c2ccccc2[N+](=O)[O-])c1)c1ccccc1Cl
 : 0	2	-8	-2	1	-5	0	111	-0.5	2.1
19) COc1ccc(N(CC(=O)NCCC2=CCCCC2)S(C)(=O)=O)cc1OC
 : 1	2	-11	11	-2	-2	0	97	-0.3	0.1
20) Cc1ccccc1NC(=O)CN1C(=O)N/C(=C\c2ccccc2OCc2ccc(C(=O)O)cc2)C1=O
 : 1	-9	11	20	-1	-14	-2	.	1.1	-0.3
21) COC(=O)c1ccccc1NC(=O)COC(=O)C1CCCCC1
 : 2	-34	-6	30	0	8	0	85	6.5	-3.8
22) O=C(Nc1ccc(S(=O)(=O)Nc2ncccn2)cc1)C1CC(=O)N(c2ccccc2)C1 (centres undefined)
 : 7	9	-7	-7	1	17	1	103	-1.8	1.8
23) Cn1c(CCNC(=O)c2ccco2)nc2cc(NS(=O)(=O)c3ccccc3)ccc21
 : -6	8	-2	3	4	-1	0	105	-1.6	1.1
24) CC(=O)Nc1cc2cc(NS(=O)(=O)c3ccc(C)cc3)ccc2oc1=O
 : -2	.	.	35	-3	.	-3	86	.	1.8
25) CN(C)c1ccc(/C=C/c2nc3ccccc3c(=O)n2-c2ccc(C(=O)O)cc2)cc1
 : -274	-3	-498	11	-43	538*	-2	93	0.6	-0.9
26) C[C@H](CO)N1C[C@H](C)[C@@H](CN(C)S(=O)(=O)c2cn(C)cn2)Oc2c(NC(=O)Nc3ccc(C(F)(F)F)cc3)cccc2C1=O
 : -1	4	-4	6	-6	-3	1	105	-0.7	-5.6
27) O=C(COC(=O)c1cc(S(=O)(=O)N2CCCC2)ccc1O)Nc1ccc(S(=O)(=O)N2CCOCC2)cc1
 : -2	3	0	10	-3	-1	0	93	-0.6	-0.4
28) CCCOC1CCCN(C(=O)CCc2nnc(-c3ccc4c(c3)OCO4)o2)C1 (centres undefined)
 : 2	5	2	11	2	-2	-2	95	-0.7	0.1
29) Nc1nnc(SCCN2C(=O)c3ccccc3S2(=O)=O)s1
 : -4	13	6	-16	2	-4	0	.	-3.1	-1.0
30) CCN1C(=O)CC(N2CCN(c3ccc(OC)cc3)CC2)C1=O (centres undefined)
 : -2	7	-5	1	-2	2	-2	.	-1.4	-0.7
31) CC1=CN2C(=N)/C(=C/c3ccc(C)o3)C(=O)N=C2S1
 : 1	19	-2	36	1	5	.	101	-3.7	-0.3
32) CCC1CCCCN1S(=O)(=O)c1ccc(C(=O)N(CCCN(C)C)c2nc3cc4c(cc3s2)OCO4)cc1 (centres undefined)
 : 6	-19	-1	29	-3	-5	4	103	3.5	-2.7
33) O=S(=O)(/N=C(\c1ccccc1)N1CCOCC1)c1ccc(Cl)cc1
 : -4	18	-9	7	1	-4	0	104	-3.3	-0.2
34) COc1ccc(CNC(=O)COC(=O)c2c(-c3c(F)cccc3Cl)noc2C)cc1OC
 : 4	-8	-7	-4	-2	0	.	102	1.4	1.2
35) CC(=O)NC(CC(=O)N(Cc1ccccc1)c1ccc(C)cc1)c1ccccc1 (centres undefined)
 : -1	12	-4	0	-2	2	0	108	-2.3	0.9
36) COc1ccc(NS(=O)(=O)c2ccc(NC(=S)NC(=O)c3ccc(Br)cc3)cc2)nn1
 : -1	17	-4	-2	-1	1	0	101	-3.1	1.2
37) Fc1ccc(C(c2nnnn2C2CCCC2)N(Cc2ccco2)CC2CCCO2)cc1 (centres undefined)
 : 2	-6	6	46	-5	-1	0	84	1.1	-1.2
38) CC1(C)ON(C2CCCCC2)[C@H]2c3nc4ccccc4n3C[C@H]21
 : -1	12	-11	-5	-1	-5	2	105	-2.0	1.3
39) O=C(NNC(=O)c1cccc2ccccc12)c1ccc(Br)cc1
 : -2	13	-7	11	-1	3	11	118	-2.5	-0.2
40) CC1(C)Cn2c(nc(=O)c3c2NCN(CCc2ccccc2)C3)S1
 : -7	10	2	-2	1	3	.	115	-2.1	3.1
41) O=C(COC(=O)CC1SC(N2CCCC2)=NC1=O)Nc1c(F)c(F)c(F)c(F)c1F (centres undefined)
 : 0	-3	2	-2	6	2	0	109	0.7	0.4
42) CCC(=O)Nc1ccc2c(c1)Cc1cc([N+](=O)[O-])ccc1-2
 : 1	-1	-8	-1	-4	4	48*	128	0.3	-2.2
43) CC(C)CCN1CCN(C/C=C/c2ccco2)CC1CCO (centres undefined)
 : -2	15	3	-16	1	-8	1	.	-3.2	1.2
44) Cc1cc(C)n2nc(S(=O)(=O)NC(C)(C)C)nc2n1
 : -1	13	0	18	-3	-7	-1	93	-2.6	-0.9
45) O=C(NCc1ccco1)c1ccc2c(c1)C(=O)N(C1CCCCC1)C2=O
 : -1	-5	-6	2	4	3	-1	.	0.9	0.9
46) C1CCCCCC(NCCN2CCNCC2)CCCCC1
 : 1	10	5	22	4	0	-3	.	-2.0	-0.1
47) Cc1cccc(C)c1NC(=O)c1ccc(N2CCCC2=O)cc1
 : 2	6	-9	36	-4	4	-5	101	-1.6	1.5
48) O=C(N/N=C\c1ccc([N+](=O)[O-])o1)c1cncc(Br)c1
 : 3	-22	-1	27	0	2	0	117	4.4	44
49) Cc1cc(C(F)F)n2nc(C(=O)Nc3cc(C)on3)nc2n1
 : -3	-4	2	21	4	0	.	100	0.8	2.4
50) O=C(CSc1ncc(-c2ccccc2)[nH]1)Nc1cccc(O)c1
 : -6	5	1	-1	4	2	-1	99	-0.9	0.5
51) O=C(COC(=O)/C=C/c1ccc(F)cc1)Nc1ccc(Cl)cn1
 : 2	-2	-5	36	8	-3	-1	99	0.4	-0.2
52) CS(=O)(=O)N(Cc1ccccc1)c1ccc(C(=O)Nc2cccnc2)cc1
 : 2	10	0	26	-2	5	5	85	-1.7	-2.2

Screening data: PubChem, several laboratories

Compounds as they come; overall some 3.1% were active at least once.
